# 14-3-3 PPI = modulators of 14-3-3 gamma protein binding, primary screen, biochemical, fluorescence polarization; 14-3-3 protein gamma (Homo sapiens), P61981; FP, 14-3-3gamma / TMR-pS259-Raf peptide binding; inhibition, % at 40 µM; actives 0.19% (n = 160,000); in the data active means inhibition above about 30%;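 further: 0% = protein plus tracer without compound and 100% = blank with tracer alone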
# Target sequence (P61981 whole entry, looked up): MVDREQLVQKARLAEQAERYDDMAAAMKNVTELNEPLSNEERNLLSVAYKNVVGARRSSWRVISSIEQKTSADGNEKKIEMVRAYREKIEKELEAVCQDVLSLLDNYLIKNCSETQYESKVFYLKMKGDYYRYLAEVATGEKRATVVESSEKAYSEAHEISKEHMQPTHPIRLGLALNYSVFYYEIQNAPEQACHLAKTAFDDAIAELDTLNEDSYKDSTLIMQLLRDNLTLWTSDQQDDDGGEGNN
# * marks the source's active call; other numbers are inactive results; & = joins results of further samples. Only part of the results is shown. The share of hits here may be higher or lower than overall.
molecule | 14-3-3 PPI
CCc1ccc(C(=O)CC2(O)C(=O)Nc3ccc(Br)cc32)cc1 (centres undefined) | -13
Cc1ccc(N2C(=O)CSC2c2ccccc2C(F)(F)F)cc1F (centres undefined) | -3
Cc1c(NC(=O)C(C)(c2ccccc2)c2ccccc2)cccc1-c1nc2ncccc2o1 | -6
Cc1ccc(N2CC(C(=O)NCC3CCCO3)CC2=O)cc1Cl (centres undefined) | 1
COc1ccc(C2C(C(=O)Nc3ccc4c(c3)OCCO4)c3ccccc3C(=O)N2C2CCCCC2)cc1 (centres undefined) | 1
O=C(N1CCCCC1)N1c2ccccc2CC(N2CCCCC2)c2ccccc21 (centres undefined) | 3
CCCNC(=O)Cn1cnc2sc(C(=O)N3CCN(CCC)CC3)c(C)c2c1=O | 1&4
COc1cccc(OC)c1OCCCN1CCOCC1 | 0
COCCCn1c(SCC(=O)Nc2nnc(C)s2)nnc1-c1ccoc1C | 4
Cc1c(NC(=O)COc2ccc(Oc3ccccc3)cc2)c(=O)n(-c2ccccc2)n1C | 5
C=CCOC(=O)C1=C(C)Nc2ncnn2C1c1cccc(F)c1 (centres undefined) | -6
CC/C(C)=C1\SC(N2CCN(C(C)=O)CC2)=NC1=O | 18
O=S(=O)(c1ccc2ccccc2c1)n1cnc2ccccc21 | -4
COc1ccccc1CNC(=O)C(C)NS(=O)(=O)c1ccc(C)cc1 (centres undefined) | -12
COc1ccc(-c2c3c(nc4sc(C(=O)Nc5cc(C)on5)c(N)c24)CCC3)cc1 | -10
CC(C)c1ccc(C2CC(=O)Nc3cc4c(cc32)OCCO4)cc1 (centres undefined) | 4
CN1CCN(C(=O)c2cc3nc(-c4ccc(F)cc4)cc(C(F)(F)F)n3n2)CC1 | 4
CCCN1CCN(C(=O)CNC(=O)Cn2ccc3ccccc3c2=O)CC1 | 20
CN(C)Cc1cc2ccccc2[nH]1 | -6
CCCC(=O)Nc1nnc(-c2ccc(Cl)s2)o1 | 0
Cc1ccc(OCC(=O)NCc2ccncc2)cc1 | 3
Cc1ccc(N2C(=O)C(=O)/C(=C(/O)c3ccc(Cl)cc3)C2c2ccc(O)cc2)cc1Br (centres undefined) | -1
CC1=C(C(=O)Nc2ccc(Br)cc2)C(c2cccc(Br)c2)NC(=O)N1 (centres undefined) | -3
COc1ccccc1Cn1nnc2c(=O)[nH]c(C3CCN(C(=O)c4ccccc4Cl)CC3)nc21 | -2
COc1ccc(C2Nc3ccccc3C(=O)N2c2ccc(F)cc2)cc1COc1ccc(NC(C)=O)cc1 (centres undefined) | -45
Oc1cccnc1I | -4
O=C1C2C3c4ccccc4C(CO)(c4ccccc43)C2C(=O)N1c1cccc2ccccc12 (centres undefined) | -7
COc1cccc(C2=Nn3c(nnc3-c3ccccc3O)SC2)c1 | 1
O=C(CSc1oc(-c2ccc(F)cc2)nc1S(=O)(=O)c1ccc(Cl)cc1)Nc1ccc(F)cc1 | -86
CCCCOC(=O)C1=C(C)NC2=C(C(=O)CCC2)C1c1ccc(OC)c(OC)c1OC (centres undefined) | -19

# (more compounds)
molecule | 14-3-3 PPI
COC(=O)c1ccc2c(c1[N+](=O)[O-])C(=O)c1ccccc1C2=O | -38
N#CCSc1nc2[nH]ncc2c(=O)n1-c1cccc(C(F)(F)F)c1 | -5
O=c1c2cnn(-c3ccccc3)c2nc(-c2cccs2)n1-c1ccc(Cl)cc1 | -42
Cc1nc(SCC(=O)N2CCOCC2)c2ccsc2n1 | 0
COc1ccc(/C(O)=C2\C(=O)C(=O)N(Cc3ccncc3)C2c2ccccc2F)cc1 (centres undefined) | 2
CCOc1ccc(C2NC(C(=O)O)CS2)cc1 (centres undefined) | -4
CCCNC(=O)c1c(NC(=O)c2ccccc2F)sc2c1CCCCC2 | -15
C=CCn1c(=O)c2c(nc3n2CCN3c2cccc(Cl)c2C)n(C)c1=O | -8
Cc1ccccc1CS(=O)(=O)Cc1ccc(C(=O)NCCCN2CCOCC2)o1 | -6
C=CCn1c(SCC(=O)Nc2ccccc2C(F)(F)F)nnc1-c1cccnc1 | 0
CCN1CCN(c2nn3c(=O)c4ccccc4nc3c3ccccc23)CC1 | -3
CC(=O)/C(C#N)=C1\NC(=O)C(Cc2ccccc2)S1 (centres undefined) | 0
Cn1c(=O)c(=O)n(C)c2cc(S(=O)(=O)Nc3cccc(F)c3)ccc21 | 2
CCOC(=O)C1=C(C)N(c2ccc(OC)cc2)C(C)=C(C(=O)OCC)C1c1cccc([N+](=O)[O-])c1 | -8
COc1ccc(C(=O)NC(C=Cc2ccccc2)c2cc(Cl)c3cccnc3c2O)cc1 (centres undefined) | -4
CCOC(=O)c1nc(Nc2c(C)cc(Br)cc2C)c2ccccc2n1 | -4
COc1cc(OC)nc(NC(=O)CSc2nc3ccccc3o2)n1 | -12
O=C(CCn1nnc2ccccc2c1=O)NCC1CCC(C(=O)O)CC1 (centres undefined) | -4
N#Cc1c(C(F)(F)F)cc(-c2ccccc2)nc1SCC(=O)Nc1ccc(S(N)(=O)=O)cc1 | -19
O=C(Nc1ccc2snnc2c1)N1CCCC1 | -2
COC(=O)c1n[nH]c2ccccc12 | 10
O=C(CSc1nnc2n(C3CCCC3)c(=O)c3ccccc3n12)N1CCCCCC1 | -7
COc1ccc(/C(O)=C2/C(=O)C(=O)N(c3ncccn3)C2c2ccc(OC)c(OC)c2)cc1 (centres undefined) | -4
Cc1cc(=O)[nH]c(SCC(C)C)n1 | -11
CC1=C(C(=O)OC2CCCCC2)C(c2cccnc2)C2=C(CC(c3ccc(Cl)cc3)CC2=O)N1 (centres undefined) | 7
COc1ccccc1N1CCN(C(=O)c2ccc(-n3c(=S)[nH]c4ccccc4c3=O)cc2)CC1 | -3
CC(C)c1ccc(NC(=O)c2ccc(NC3CCCC(C)C3C)c([N+](=O)[O-])c2)cc1 (centres undefined) | -11
Cc1cccc(Cn2c(=O)n(CCC(=O)NC3CCN(Cc4ccccc4)CC3)c(=O)c3ccccc32)c1 | 3
CC12CS(=O)(=O)CC1SC(=S)N2Cc1ccccc1 (centres undefined) | -9
Cc1ccc(-c2nnc(N3CCOCC3)c3ccccc23)cc1S(=O)(=O)NCc1cccnc1 | -9

# In the list so far, these have an NH in an aromatic ring.
molecule | 14-3-3 PPI
CN(C)Cc1cc2ccccc2[nH]1 | -6
COc1ccccc1Cn1nnc2c(=O)[nH]c(C3CCN(C(=O)c4ccccc4Cl)CC3)nc21 | -2
N#CCSc1nc2[nH]ncc2c(=O)n1-c1cccc(C(F)(F)F)c1 | -5
COC(=O)c1n[nH]c2ccccc12 | 10
Cc1cc(=O)[nH]c(SCC(C)C)n1 | -11
COc1ccccc1N1CCN(C(=O)c2ccc(-n3c(=S)[nH]c4ccccc4c3=O)cc2)CC1 | -3

# Further compounds.
molecule | 14-3-3 PPI
COc1cc2nc(C=Cc3ccc(Cl)cc3)n(-c3ccc(C)cc3)c(=O)c2cc1OC | 1
O=C(CSc1nnc(-c2cccc(F)c2)c(-c2cccc(F)c2)n1)NC1CCCCC1 | -17
CN1CCN(C(=O)c2cnn3c(C(F)F)cc(-c4ccccc4)nc23)CC1 | 4
O=C(Cc1ccc([N+](=O)[O-])cc1)Nc1cccc(NC(=O)Cc2ccc([N+](=O)[O-])cc2)n1 | 1
O=C(COC(=O)c1ccc([N+](=O)[O-])cc1Cl)c1ccc(Br)cc1 | -4
CCOc1ccc2nc(NCCNC(=O)Nc3cccc(C)c3)c(C#N)cc2c1 | 1
Nc1nnc(CCS(=O)(=O)c2cc(Cl)ccc2Cl)s1 | -4
CCCCOc1cccc(OCCCC)c1C(=O)Nc1cc(C)on1 | -6
CC1(C)CC(NC(=O)CCC2CCCC2)CC(C)(C)N1 | 1
CCC(C)NC(=O)c1cc(-c2ccccc2OC)on1 (centres undefined) | -7
Cc1ccccc1N1C(=O)C2ON(c3ccccc3)C(c3ccncc3)C2C1=O (centres undefined) | -2
COCCNC(=O)c1ccc(CS(=O)(=O)Cc2ccccc2C)o1 | -1
CC1=C(C(=O)N2CCCCCC2)C2(CCC(C)CC2)OC1=O (centres undefined) | -3
COc1cc2c(cc1OC)C(C)N(C(=O)c1cc3n(n1)C(C(F)(F)F)CC(c1ccco1)N3)CC2 (centres undefined) | -22&-15
O=C(Nc1ccccc1F)c1cc(C(=O)Nc2ccccc2F)cc([N+](=O)[O-])c1 | 6
Cn1c(=O)c2c(nc(Oc3ccc4c(c3)OCO4)n2Cc2cccc(F)c2)n(C)c1=O | -3
COCCNc1ncnc2scc(-c3ccccc3)c12 | 4
CCc1c(C)c(C#N)c2nc3ccccc3n2c1Nc1ccc(NC(C)=O)cc1 | -11
CCOC(=O)c1sc2c(c1C)c(=O)c(C(=O)OCC)cn2CC | 17&-8
COC(=O)C1=C(C)NC(=O)N(C(C)=O)C1c1ccc2c(c1)OCO2 (centres undefined) | -4
CC[n+]1ccccc1C=CN(C(C)=O)c1ccccc1 | 7
C=CCOC(=O)C(C#N)c1nc2ccccc2nc1N1CCN(Cc2ccccc2)CC1 (centres undefined) | -10
COc1ccc(C(=O)CSc2nc3ccccc3c(=O)[nH]2)cc1C | -5
Cn1c(CSc2ncccn2)nnc1SCC(=O)N1CCCc2ccccc21 | 1
O=C(NC1CC1)C1CC(=O)N(C2CCCCCC2)C1 (centres undefined) | -6
CCOc1cccc2c1OC(c1ccc(OC)c(OC)c1OC)N1N=C(c3ccc(C)o3)CC21 (centres undefined) | -269
CCc1sc(NC(C)=O)nc1-c1cc2ccccc2oc1=O | -1
CC(C)CNC(=O)c1nn2c(C(F)(F)F)cc(-c3cc(Br)cs3)nc2c1Br | 0
COc1ccc(C2CC(C(F)(F)F)n3ncc(C(=O)Nc4ccc5c(c4)OCO5)c3N2)cc1OC (centres undefined) | 4
NC(=O)COc1ccc(NC(=O)OCc2ccccc2)cc1 | -5

# Filtered by structure: those above containing a COOH group (2)
molecule | 14-3-3 PPI
CCOc1ccc(C2NC(C(=O)O)CS2)cc1 (centres undefined) | -4
O=C(CCn1nnc2ccccc2c1=O)NCC1CCC(C(=O)O)CC1 (centres undefined) | -4

# (further entries)
molecule | 14-3-3 PPI
Cn1c(NCc2ccc3c(c2)OCO3)nc2c1c(=O)n(Cc1ccccc1Cl)c(=O)n2C | -40
COC(=O)C1=CN(C2CCCC2)C=C(C(=O)OC)C1c1cccc(F)c1 | 0
CCN(CC)c1cc(C)c2cc(NC(=O)c3cccnc3)ccc2n1 | -12
Cc1ccc(C2NC(=O)c3c(sc4c3CCCC4)N2)c(O)c1 (centres undefined) | -6
Cc1noc(C)c1S(=O)(=O)N1CCC(C(=O)N2CCN(c3ccccc3Cl)CC2)CC1 | -4
CCOC(=O)CC(=O)CSc1nc(C)c(C)c(C)c1C#N | -8
CN1C(=O)C(O)(CC(=O)c2cccc(Br)c2)c2ccccc21 (centres undefined) | 7
Oc1ccc(-c2nc(-c3ccccc3)c(-c3ccc(Br)cc3)[nH]2)cc1 | -9
COc1ccc(CCNC(=O)c2cc(=O)[nH]c3ccc(S(=O)(=O)N4CCCCC4)cc23)cc1OC | -5
Cc1cc(NS(=O)(=O)c2ccc(NC(=O)C(c3ccccc3)c3ccccc3)cc2)no1 | 12
COc1ccc([N+](=O)[O-])cc1NC(=O)c1ccc(S(=O)(=O)N2CC(C)CC(C)C2)cc1 (centres undefined) | 4
CC1(C)CC(=O)C2=C(C1)N(c1cccc(C(=O)O)c1)C1=C(C(=O)CC(C)(C)C1)C2c1ccc(F)cc1 | -6
CCOc1ccc(C(=O)Nc2ccc3oc(-c4ccc5ccccc5c4)nc3c2)cc1[N+](=O)[O-] | -17
CCN1C(=O)c2cccc3c(NC(C)=O)ccc1c23 | -6
CC(=O)c1ccc(NS(C)(=O)=O)cc1 | -7
Cc1cccc(-n2nc3c(c2NC(=O)c2cc([N+](=O)[O-])ccc2Cl)CSC3)c1C | -6
CC(C)CC(=O)N1CCN(Cc2cccc(Cl)c2)CC1 | -1
CCN(CC)c1ccc(C(=O)OCC(=O)c2ccco2)cc1 | 3
CCn1c(=O)c2cc(C(=O)N3CCN(C(=O)c4ccco4)CC3)sc2c2ccccc21 | -6
Cc1[nH]nc2c1C1(CCN(C(=O)OCc3ccccc3)CC1)C(C#N)=C(N)O2 | 4
O=C(CN1CCN(Cc2ccccc2F)C1=O)NC1CCCC1 | 0
COc1ccccc1N1C(=O)c2ccc(C(=O)Nc3ccccc3C(=O)NCC(C)C)cc2C1=O | -13
CCc1ccc(NC(=O)CSc2nc3c(c(=O)n2-c2ccc(C)cc2)SCC3)cc1 | 2
CCN1CCc2c(sc3c2c(NCc2ccco2)nc2nnnn23)C1 | -14
Fc1ccc(-c2csc3ncnc(N4CCN(CCOc5ccccc5)CC4)c23)cc1 | 1
Cc1ccc2nc(-c3ccc(S(=O)(=O)N4CCOCC4)cc3)cn2c1 | 9
Cc1ccc(C(=O)NCCCN2CCOCC2)cc1N1CCCC1=O | -4
Cc1cc(C(=O)COC(=O)CN(C)S(=O)(=O)c2ccc(Cl)cc2)c(C)n1CC1CCCO1 (centres undefined) | 10
COc1ccc(NC(=O)c2c(C)c(-c3ccc(C)cc3)nc3ccccc23)cc1 | -21
CCc1ccc(S(=O)(=O)N=C2C=CC(=O)c3ccccc32)cc1 | -73

# Other structures follow:
molecule | 14-3-3 PPI
Cc1cc(=O)oc2c(C)c(OCC(=O)N(C)C)ccc12 | -7
FC(F)(F)c1cc(-c2cccs2)nc(N2CCc3ccccc3C2)n1 | -3
O=S(=O)(c1ccc(F)cc1)N1CCC(O)(c2ccc3c(c2)OCO3)CC1 | -1
Cc1ccc2[nH]c(=O)cc(C(=O)OCC(=O)c3ccc(Br)cc3)c2c1 | 0
CC(=O)N1CCC(N(C(=O)Nc2ccc(C)c(C)c2)C2CCCC2)CC1 | -5&3
Cc1cc(NC(=O)Cn2c(=O)n(-c3cccc(C(F)(F)F)c3)c(=O)c3sccc32)n[nH]1 | 2

# Compound activity: PubChem BioAssay, Emory University Molecular Libraries Screening Center
